# Screens as filed in PubChem.
# CaV13 ICDI inh = Primary screen for inhibitors of IQ motif and Ca2+-dependent inactivation inhibitor domain binding in CACNA1D, Förster resonance energy transfer in living cells, …; actives 0.098% (n = 340,000); HEK cells, CFP/YFP FRET ICDI-IQ, plate reader, 10 min; percent FRET-ratio fall versus neutral wells; inhibition, % at 12.3 µM;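 active = mean replicate inhibition of at least 30% and at least 1% of replicates passing that level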;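 also: 0% = median of the neutral control wells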
# ABCB6 inh MLPCN = human ABCB6 transporter inhibition; actives 0.19% (n = 360,000); Q9NP58; K562-ABCB6 porphyrin accumulation, flow cytometry, 1 h; hits give low values; fluorescence ratio to DMSO, % at 10 µM;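 active = fluorescence ratio to DMSO below 75%, the collection mean minus 3 SD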;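 also: signal is porphyrin accumulated inside mitochondria; 100% equals median channel fluorescence of DMSO control wells; lower ratio means ABCB6 inhibition with less porphyrin fluorescence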
# H9c2 protect = myocardial damage modulation in H9c2 cells; H9c2 cardiomyocytes, H2O2 injury protection, ATPLite, 2 h; protection from H2O2 cell death, % at 20 µM; actives 0.63% (n = 360,000);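 active = compounds giving at least 50% protection of heart cells from peroxide-induced death in the single-dose screen, raw or plate-pattern-corrected value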;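 also: 0% = DMSO wells with peroxide and 100% = DMSO wells without peroxide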
# aDG glyco act = alpha-DG glycosylation activation. actives 0.22% (n = 360,000). activation, % at 10 µM. Pro5-aDG cells, alpha-DG glycosylation AlphaScreen (IIH6); 0% Pro5, 100% B10-LARGE cell signal;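 active = activation of at least 8% versus controls, or a plate z-score of at least 8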;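 also: Pro5 are CHO cells carrying HIG-tagged alpha-DG that lacks glycosylation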
# hiPSC survival = increases survival of single human iPS cells | actives 0.044% (n = 360,000) | survival enhancement, % at 20 µM | hiPSC single-cell survival, ATPlite luminescence; 100% = ROCK inhibitor wells, 0% = DMSO; in the data active = survival enhancement above about 18%;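 also: cells exposed to compounds for 16 hours before the ATP read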
# Glyco luc inh = N-linked glycosylation inhibition; D54 ERlucT glycosylation luciferase reporter, 24 h; percent of 100 nM tunicamycin response; reporter increase, % at 12.5 µM; actives 0.23% (n = 360,000);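 active = mean luciferase reporter signal, scaled so untreated is 0 and the glycosylation-blocking control 100, at or above a set limit in every replicate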;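 also: luciferase carries N-glycosylation sites so blocking glycosylation raises the light; 0% = median of neutral control wells and 100% = median of 100 nM tunicamycin wells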
# HTR2A ag = activates the mouse 5-HT2A serotonin receptor. CHO-K1 mHTR2A beta-arrestin complementation, luminescence; percent of 30 µM serotonin response. activation, % at 7.6 µM. actives 0.66% (n = 360,000). AID 624169;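 active = activation above a run cutoff, the mean activation of all tested compounds plus 3 SD, cut at about 14% in these data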;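 also: 0% = plate median of compound wells and 100% = 30 µM serotonin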
# Target sequence (P35363 whole entry, looked up): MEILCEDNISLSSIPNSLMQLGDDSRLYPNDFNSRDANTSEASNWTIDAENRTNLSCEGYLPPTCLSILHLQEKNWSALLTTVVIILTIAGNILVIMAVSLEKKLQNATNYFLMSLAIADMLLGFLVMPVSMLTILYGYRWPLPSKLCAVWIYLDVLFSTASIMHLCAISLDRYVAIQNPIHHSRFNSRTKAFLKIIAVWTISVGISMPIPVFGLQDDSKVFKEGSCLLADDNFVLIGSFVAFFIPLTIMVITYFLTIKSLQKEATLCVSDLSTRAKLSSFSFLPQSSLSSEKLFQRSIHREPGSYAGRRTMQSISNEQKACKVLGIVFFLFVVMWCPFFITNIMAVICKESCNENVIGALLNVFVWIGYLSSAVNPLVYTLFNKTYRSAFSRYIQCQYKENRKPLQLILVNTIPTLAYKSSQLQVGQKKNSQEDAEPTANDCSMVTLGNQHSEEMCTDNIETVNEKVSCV
# PDI turbidity = PDI (human) enzyme inhibition. AID 588391. inhibition, % at 10 µM. actives 0.052% (n = 350,000). P07237. PDI insulin aggregation turbidity, A650, 90 min;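 active = mean inhibition across replicates of 30% or more, whatever share of single replicates reach that level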;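 also: absorbance from insulin aggregation driven by PDI reduction with DTT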
# Granule exo inh = lytic granule exocytosis inhibition. inhibition, % at 10 µM. AID 651702. TALL-104 LAMP-1 surface exposure, flow cytometry; cells stimulated with thapsigargin and PMA. actives 0.66% (n = 360,000);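 active = inhibition above about 55%, limit read from the data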
# Vif imaging = blocks HIV Vif function | HEK293T cells, Vif self-association by quenched fluorescence, imaging, 24 h | inhibition, % at 7.49 µM | actives 0.35% (n = 340,000) | AID 602346; in the data active = inhibition above about 50%, passing the limit was not always enough; also: some results filed as inactive read as strong as hits
# Starred values were filed as active, the others as inactive; & = joins results of further samples; ! = a repeat was not active. Not all compounds are listed; count on the stated rates, not on these rows.
SMILES,CaV13 ICDI inh,ABCB6 inh MLPCN,H9c2 protect,aDG glyco act,hiPSC survival,Glyco luc inh,HTR2A ag,PDI turbidity,Granule exo inh,Vif imaging
CC[C@@H]1C(=O)OC[C@@H]1Cc1cncn1C,-5&-5,102&97,-8&18,-0.2&-0.2,-1.0&4.3,1&1,18*!,2&4,-6&0,-2&-2
